# IL1B NFkB inh: blocks IL-1B driven NFkB nuclear translocation in HUVEC cells; HUVEC IL-1B NFkB p65 nuclear translocation imaging; inhibition, % at 2 µM; 0.43% of 94,000 active;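 active means inhibition above about 30% together with a positive call from visual inspection of the well image, limit read from the data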;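 further: nuclear over cytoplasmic p65 intensity ratio measured by imaging; 0% = IL-1B stimulated DMSO wells and 100% = unstimulated DMSO wells; values of inactives mirror those of a sister screen read the other way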
# IL1B NFkB pot: enhances IL-1B driven NFkB nuclear translocation; HUVEC IL-1B NFkB p65 nuclear translocation imaging; activation, % at 2 µM; 0.3% of 94,000 active; AID 819;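 active means activation above 40%, about the mean plus 3 SD, also judged a hit on visual image review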;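 further: percent activation is computed from the nuclear over cytoplasmic p65 intensity ratio; values of inactives mirror those of a sister screen read the other way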
# Bcl-B displacement: displacers of TR3 peptide from Bcl-B, primary screen, selectivity assay for Bfl-1 inhibitor project, biochemical, fluorescence polarization. FP displacement of FITC-TR3 peptide from Bcl-B; higher % means a stronger effect. one-dose displacement, % at 20 µM; IC50 in µM for titrated hits. 0.11% of 96,000 active;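 active means displacement above 50% at 20 µM plus a fluorescence interference ratio under 1.5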;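 further: plate controls were wells without compound for no effect and wells lacking Bcl-B protein for full effect; a part of the inactive calls stands beside numbers as strong as those of hits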
# MRP reversal: MRP-mediated drug resistance reversal. H69AR cells + 2 uM doxorubicin, CellTiter-Glo, 72 h. differential viability (reversal), % at 10 µM. 0.04% of 85,000 active. AID 602;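 active means viability drop by adding the cancer drug above about 55%, with treated viability meeting a 40% cutoff, limit read from the data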;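 further: viability without doxorubicin minus viability with 2 µM doxorubicin for each compound; larger differential means the compound sensitizes cells more to doxorubicin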
# PLAP inhibitors HTS: PLAP enzyme inhibitors, biochemical, luminescence, HTS (AID 690). purified PLAP, luminescent substrate; higher % means a stronger effect. one-dose inhibition, % at 20 µM; IC50 in µM for titrated hits. 0.08% of 96,000 active; in the data active means a potency from the dose series; inactive means the rest, 99 in 100 with inhibition below about 30%; further: strong numbers were not always called active
# MRP reversal cytotoxicity: second read-out of MRP reversal, no call of its own (marks repeat the call); viability, %; H69AR cells, CellTiter-Glo, 72 h; measured here: cytotoxicity without doxorubicin
# MRP reversal with doxorubicin: further read-out of MRP reversal, marked with its call; viability, %; measured here: viability with 2 uM doxorubicin; active compounds read low
# IL1B NFkB inh cell count 2 µM: second read-out of IL1B NFkB inh, no call of its own (marks repeat the call); cell count; measured here: cells passing quality filter;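 raw number of nuclei counted in each imaged well without normalization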
# IL1B NFkB pot cell count 2 µM: recorded beside IL1B NFkB pot, whose call it bears; cell count; measured here: cells passing quality filter
# Starred values were filed as active, the others as inactive; x = no result given. An excerpt; rates above refer to the full screens.
SMILES,IL1B NFkB inh,IL1B NFkB inh cell count 2 µM,IL1B NFkB pot,IL1B NFkB pot cell count 2 µM,Bcl-B displacement,MRP reversal,MRP reversal cytotoxicity,MRP reversal with doxorubicin,PLAP inhibitors HTS
COc1ccccc1Nc1nc(-c2sc(NC(=O)C(C)(C)C)nc2C)cs1,-18,182,18,182,-43%,x,x,x,-14%
CC1CCN(CCCNC(=O)c2n[nH]c(=O)c3ccccc23)CC1,-19,135,19,135,-6%,-5,94,99,-12%
O=C(Nc1cccc(C(=O)N2CCOCC2)c1)c1ncn[nH]1,-9,192,9,192,-5%,-1,90,92,-31%
OCc1nc2ccccc2n1CCCOc1ccccc1,x,x,x,x,-7%,-7,74,82,-7%
COc1ccc(CNC(=O)C(c2ccco2)N(Cc2cccs2)C(=O)Cc2cccs2)cc1 (stereo not given),-41,121,41*,121*,-7%,6,88,82,-1%
CCN1CCN(CCNC(=O)c2ccc(CS(=O)(=O)c3c(Cl)cccc3Cl)o2)CC1,-9,191,9,191,2%,-12,98,110,-31%
O=C(OCc1ccc(COC(=O)c2ccccn2)cc1)c1ccccn1,-5,166,5,166,-3%,0,98,98,9%
COC(=O)C1C(c2ccccc2)C(C(=O)N2CCN(C)CC2)C1c1ccccc1 (stereo not given),5,108,-5,108,9%,17,97,80,-72%
COCCn1c(-c2ccc(OC)cc2)cnc1SCC(=O)Nc1cc(C)on1,-2,99,2,99,5%,8,94,86,-3%
N/C(=N\OC(=O)CC1CCCCC1)c1ccccn1,-8,121,9,121,-6%,x,x,x,8%
COC(=O)c1cc2oc(C)cc2n1CC(=O)N1CCCc2ccccc21,-13,131,13,131,-10%,-2,88,90,-34%
Cc1ccccc1C(=O)NNC(=O)Cc1cccc2ccccc12,9,78,-9,78,-2%,8,96,88,-104%
Cn1nc(-c2ccc(N3CCOCC3)c(NS(=O)(=O)c3ccccc3)c2)c2ccccc2c1=O,-4,158,4,158,-4%,6,57,51,20%
CCOC(=O)C(CC)/C(C)=N/NC(=O)c1ccc([N+](=O)[O-])cc1 (stereo not given),-4,126,4,126,-3%,x,x,x,-5%
COc1ccccc1CNC(=O)COC(=O)c1ccc(NC(N)=O)cc1,x,x,x,x,-1%,11,91,80,16%
c1coc(C2Nc3ccccc3C3OCCC23)c1 (stereo not given),-12,149,12,149,6%,20,97,77,-14%
Cc1ccc(C(C)NC(=O)c2cc(C)oc2C)cc1 (stereo not given),5,110,-5,110,-8%,-7,98,106,-4%
Cc1ccc(CNC(=O)c2cccc(S(C)(=O)=O)c2)cc1,-28,176,28,176,-2%,3,92,90,12%
CC(=O)N1CCc2cc(S(=O)(=O)CCC(=O)N3CCN(C(=O)c4ccco4)CC3)ccc21,-6,19,6,19,x,1,86,85,x
CCOC(=O)c1cnc(Nc2nc3ccccc3o2)nc1CN1CCN(C)CC1,10,119,-10,119,7%,x,x,x,-102%
Cc1cc(C)n(CC(C)O)c(=O)c1C#N (stereo not given),11,174,-11,174,3%,x,x,x,9%
COc1ccc(Nc2nnc(Cc3ccccc3)c(=O)[nH]2)c(OC)c1,7,105,-7,105,-1%,1,90,89,-12%
COc1cc(CO)cc(-c2cc(CO)cc(OC)c2OC)c1OC,-2,82,2,82,-11%,0,82,82,18%
O=C(Nc1ccccc1)N1CCSc2cc(Cl)ccc21,0,100,0,100,-5%,x,x,x,19%
COC(=O)c1ccc(Sc2ccccc2NS(=O)(=O)c2ccc(NC(C)=O)cc2)nc1,-7,142,7,142,5%,x,x,x,-51%
# (more compounds)
SMILES,IL1B NFkB inh,IL1B NFkB inh cell count 2 µM,IL1B NFkB pot,IL1B NFkB pot cell count 2 µM,Bcl-B displacement,MRP reversal,MRP reversal cytotoxicity,MRP reversal with doxorubicin,PLAP inhibitors HTS
COc1ccc(NC(=O)CSc2nnc(-c3cccnc3)o2)cc1,3,128,-14,48,2%,29,110,81,9%
Cc1cccc(OC(=O)C2C(c3ccccc3)C(C(=O)O)C2c2ccccc2)c1 (stereo not given),-10,162,10,162,-2%,16,88,73,-25%
COc1ccc(N/C(=C(/C(Cl)=C(Cl)Cl)[N+](=O)[O-])n2nnc3ccccc32)cc1,-12,189,12,189,-11%,-10,74,83,0%
COc1ccc2[nH]c3c(N4CCN(Cc5ccc6c(c5)OCO6)CC4)ncnc3c2c1,10,148,-10,148,-12%,-24,49,73,-64%
CC(C)OC(=O)CSc1nnc(-c2ccncc2)n1N,5,109,-5,109,0%,3,97,94,5%
CCC(=O)Nc1c(C)nn(C(=O)CC)c1C,6,223,-6,223,1%,-13,90,103,17%
CSc1nc2cc(S(=O)(=O)N3CCOCC3)ccc2s1,-18,147,18,147,4%,-7,86,93,-12%
CCOC(=O)C1=C(C)NC(C)=C(C(=O)OCC)C1,2,133,-2,133,-9%,18,96,78,7%
Cc1ccc2cc(C(=O)O)c(C)nc2c1,9,167,-9,167,-15%,23,106,84,-9%
O=C(CSc1nc2c(c(C(F)(F)F)n1)CCc1ccccc1-2)NCc1ccco1,-7,104,7,104,-10%,-3,30,33,0%
CCOc1cc(/C=N\NC(=O)Cn2nc([N+](=O)[O-])cc2C)ccc1OCc1cccc2ccccc12,-25,180,25,180,11%,0,16,16,-37%
Cc1cc(C)n(-c2nc3ccccc3nc2N2CCN(C(=O)c3ccc(F)cc3)CC2)n1,-4,158,5,158,-6%,12,75,63,-50%
O=C(NCc1ccco1)c1nn(-c2ccccc2)c(=O)c2ccccc12,x,x,x,x,-5%,9,85,76,-10%
COc1ccc(S(=O)(=O)N(CCCN2CCCC2=O)Cc2cc3cc(C)c(C)cc3[nH]c2=O)cc1,4,60,-4,60,5%,6,84,77,-61%
CC(C)Oc1ccc(CNC2CCOC(C)(C)C2)cc1 (stereo not given),-9,143,9,143,-4%,6,103,97,-27%
CCOc1ccc2ccccc2c1/C=N/n1cncn1,18,109,-18,109,-8%,-1,63,64,26%
Cc1csc(NC(=O)c2nc3nc(C)cc(C)n3n2)n1,-5,90,5,90,8%,-3,95,98,-108%
CC(=O)NCCOC(=O)Nc1sc(=S)n(C)c1C,-25,121,25,121,x,-9,110,118,x
CCOC(=O)c1c(-c2ccc(C)c(C)c2)csc1NC(=O)C1CC=CCC1C(=O)O (stereo not given),10,141,-10,141,0%,x,x,x,-52%
O=C(O)c1ccc(COc2ccc(/C=N/NC(=O)c3cccs3)cc2)cc1,-14,172,14,172,-11%,x,x,x,-13%
O=C(c1cccn2c(=O)c3cc(Cl)ccc3nc12)N1CCOCC1,-4,157,4,157,-14%,8,103,96,-9%
O=C(COC(=O)CNC(=O)C1CCCCC1)Nc1ccc(Cl)cn1,-5,102,x,x,1%,4,98,93,x
Cc1cccc(C)c1NC(=O)C1(N(Cc2ccco2)C(=O)c2ccccn2)CCCC1,-8,108,7,108,-5%,8,83,74,-44%
CCOC(=O)N1CCC(NC(=O)CCS(=O)(=O)c2ccc3c(c2)CCN3C(C)=O)CC1,0,129,0,129,-6%,-1,88,89,5%
CCOC(=O)C(=O)Nc1ccccc1C(=O)NC(C)C,-3,165,3,165,4%,-2,98,100,29%
# Carrying on.
SMILES,IL1B NFkB inh,IL1B NFkB inh cell count 2 µM,IL1B NFkB pot,IL1B NFkB pot cell count 2 µM,Bcl-B displacement,MRP reversal,MRP reversal cytotoxicity,MRP reversal with doxorubicin,PLAP inhibitors HTS
Cc1ccc(N(CC(N)=O)C2SC(=O)N(Cc3cccc(C(=O)O)c3)C2=O)cc1 (stereo not given),-20,151,20,151,-7%,-13,68,82,3%
CCOC(=O)C1CCN(c2c(N(C)Cc3ccco3)c(=O)c2=O)CC1,-3,72,3,72,-3%,16,105,89,11%
Cc1ccc(C)c(CSc2nnc(-c3cccnc3)o2)c1,x,x,x,x,-10%,10,91,81,0%
Cc1ccc2c(c1)C1OCCC1C1N2C(=O)C2C(C(=O)O)C3C=CC21O3 (stereo not given),4,89,-4,89,4%,-5,88,93,-17%
Cc1csc(NC(=O)c2ccc(S(=O)(=O)N(C)c3ccccc3)cc2)n1,-7,172,7,172,21%,4,93,89,-7%
COc1ccc(-c2cn3c4c(sc3n2)CCCC4)cc1,-2,67,2,67,-1%,-14,64,78,-44%
c1csc(-c2nn3c(Cn4cnc5ccccc54)nnc3s2)c1,1,145,-1,145,0%,17,83,66,12%
CCCCNC(=O)NS(=O)(=O)c1cnccc1Sc1ccc(Cl)cc1,9,150,-9,150,2%,x,x,x,-10%
CN(C)C(=O)c1cn(-c2ccccc2)c(=O)c2ccccc12,-15,190,15,190,4%,x,x,x,-4%
COc1ccc(C)cc1NC(=O)c1cc2ccccc2o1,0,114,0,114,-1%,-4,72,76,12%
CC1=CC(C)(C)N2C(=O)C3(SCC(=O)N3c3ccc(O)cc3)c3cc(C)cc1c32 (stereo not given),-8,110,8,110,-5%,-34,58,93,-25%
COc1cc(OC)cc(C(=O)Nc2ncc3c(n2)CC(C)CC3=O)c1 (stereo not given),7,134,-7,134,10%,-2,78,80,4%
Cn1c(=O)[nH]c(=O)c2c1nc(NCCCn1ccnc1)n2CCOc1ccccc1,5,58,-5,58,6%,-11,90,101,-210%
Cc1ccc(-c2cc(=O)[nH][nH]2)c(C)c1,x,x,x,x,-4%,-1,93,93,-2%
Cc1csc(C(C#N)C(=O)c2ccc(S(=O)(=O)N3CCCC3)cc2)n1 (stereo not given),-4,100,4,100,-16%,2,95,93,-16%
COc1ccc(C(=O)N2CCCC(c3nc(-c4cccs4)no3)C2)cc1OC (stereo not given),-16,172,16,172,2%,-19,55,74,-43%
O=C(NC1CCCCNC1=O)c1ccc(Cl)cc1 (stereo not given),-13,170,13,170,3%,-5,94,98,-5%
CC(C)(C)c1ccc(C(=O)N/C(=C\c2cccs2)C(=O)NCc2ccco2)cc1,9,142,-9,142,15%,x,x,x,-16%
CS(=O)(=O)N1CCCC(C(=O)NCc2cccs2)C1 (stereo not given),8,163,-7,163,2%,1,97,95,5%
Cc1cc(NS(=O)(=O)c2ccccc2)n(-c2ccccc2)n1,-1,167,1,167,-14%,0,103,103,-14%
Cn1c(C(=O)N(Cc2ccccc2)Cc2ccccn2)cc2sccc21,1,115,-1,115,4%,8,79,71,-74%
COC(=O)c1c(NC(=O)c2ccco2)sc(C(=O)N(C)C)c1C,0,78,1,78,x,0,79,79,x
COc1c(F)c(F)c(C(=O)Nc2ccccc2N2CCN(C(C)=O)CC2)c(F)c1F,-10,96,10,96,-1%,10,79,68,-18%
COc1ccc(Cl)cc1N1C(=O)C2CCCN2C1c1ccccc1F (stereo not given),-16,215,16,215,1%,12,84,71,8%
CS(=O)(=O)N(CC(=O)NCCC1=CCCCC1)c1ccc2c(c1)OCO2,-18,138,18,138,-15%,-1,90,91,-18%
COCCN(C(=O)Cn1nnc2ccccc21)C(C(=O)NC1CCCCC1)c1ccc(OC)cc1OC (stereo not given),13,60,-13,60,x,6,74,68,x
O=C1NC(c2ccncc2)C(C(=O)c2cccs2)C(O)(C(F)(F)F)N1 (stereo not given),-6,105,6,105,-5%,14,96,82,-3%
